Source: PubChem
uPA generation = blocks generation of uPA at the cell surface. AID 540303. cell surface uPA generation assay, qHTS. 330,000 compounds, 0.31% hits. Potency, µM (doses to about 38.3 µM), for inactives: top-dose activity change, negative = inhibition, usual class: inhibitors; active = well fitted inhibition curve with a large enough effect; inconclusive = small, poorly fitted or top-dose-only effect; inactive = no such curve, though single readings can be large or run the other way; tested in mouse RAW 264.7 cells; note: potency is the fitted concentration of half-maximal effect; % is set by controls: 0 for no effect and ±100 for the full control effect; nearly all actives have a fitted effect of over 55% in size
ASM inhibitor = blocks human secretory acid sphingomyelinase; P17405; placental ASM, HMU-PC fluorogenic substrate, 60 min; Potency, µM (top dose mostly 57.5 µM), for inactives: at the top dose activity change, negative = inhibition, most hits filed as inhibitors; 340,000 compounds, 0.006% hits; note: potency is the fitted concentration of half-maximal effect
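HMU-PC0 cleavage (9 uM final) by human placental ASM, 60 min at 37 °C following 10 min compound exposure at RT; stopped at pH 10, fluorescence Ex 386/Em 447 nm.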
TSG101-PTAP inh = blocks PTAP/TSG101 interaction to inhibit HIV-1 budding. Q99816. Fluorescence polarization, FITC-PTAP peptide / Tsg101 binding. Potency, µM (top dose mostly 115 µM), without a hit: at the top dose activity change, negative = inhibition, usual class: inhibitors. 340,000 tested, under 10 active. AID 493005; active = well fitted inhibition curve with a large enough effect in the main read-out, with a control signal flat, not every such curve was filed as active; inconclusive = small, poorly fitted or top-dose-only effect, or effect the other way, or a change in a side signal; inactive = no such curve, though single readings can be large or run the other way; note: potency is the fitted concentration of half-maximal effect; % of control where 0% means no effect
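FP read-out: FITC-PTAP peptide, 50 nM final, binding Tsg101 binding domain, 10 uM final; 20 min, r.t.; 10 mM HEPES pH 7.5, 0.15 M NaCl, 0.01% Tween 20, 3 mM EDTA, 0.1 mM TCEP.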
Eya2 inh = inhibitors of human Eya2 phosphatase activity | recombinant Eya2, OMFP fluorescence dephosphorylation (OMFP is methylfluorescein phosphate) | AID 488837 | O00167 | 330,000 compounds, 0.006% hits | Potency, µM (highest dose often 76.9 µM), inactives show at the top dose activity, negative = inhibition, most hits filed as inhibitors; note: potency is the fitted concentration of half-maximal effect; % is set by controls: 0 for no effect and ±100 for the full control effect
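Eya2 protein (added as 0.2 uM solution) was preincubated with compound for 10 min at ambient temperature in 50 mM HEPES pH 7.5, 50 mM NaCl, 5 uM MgCl2, 0.05% BSA, 1 mM DTT. OMFP (added at 50 uM) then reacted 10 min; fluorescence read at 485/525 nm.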
a7 integrin act = activates integrin-mediated alleviation for muscular dystrophy; 350,000 compounds, 0.064% hits; Potency, µM (highest dose often 38.3 µM), for the others: at the top dose activation, usual class: activators; AID 624291; alpha7betagal myoblasts, beta-gal FDG fluorescence, 48 h;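 note: potency is the fitted concentration of half-maximal effect; 100% = response of the positive control SU9516; nearly all actives have a fitted effect of over 60% in size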
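Alpha7betagal+/- myoblasts (passage 13) were plated 16-24 hr, then exposed to compounds (1:260 dilution of DMSO stock) for 48 hours at 37C. After MPER lysis, β-galactosidase reporter activity was read as FDG fluorescence (ex 480/em 540) after 30 minutes.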
p53 reactivator = re-activators of mutant p53 | Potency, µM (highest dose often 92.2 µM), for the others: at the highest dose activity change, positive = activation, hits mostly activators | AID 504706 | H1299 p53-A138V BP100-luciferase reporter, luminescence, 24 h | 320,000 compounds, 0.063% hits; note: potency is the fitted concentration of half-maximal effect; % of control where 0% means no effect; nearly all actives have a fitted effect of over 45% in size
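H1299 (p53-null), stable ts p53-A138V + BP100-Luc; 1000 cells/well, Opti-MEM/10% FBS; cpd 4 pt, 1:5; 24 h, 37 deg C, 5% CO2; detection reagent 10 min RT; luminescence.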
TRPV1 ag = human TRPV1 agonism; Q8NER1; TRPV1-expressing cells, Fluo-8 calcium influx, agonist mode; activation, % at 8.33 µM; 320,000 compounds, 0.19% hits; AID 540275; in the data active = activation above about 80%; inconclusive = between about 30% and that limit; note: 0% is about no effect
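Cells expressing TRPV1 were dye-loaded with Fluo-8 and read kinetically: 10 s baseline, 3 min after compound (agonist portion), then 2 min after EC20 capsaicin (allosteric enhancer portion). Calcium-bound dye fluorescence at 480/520 nm.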
BRCA1 expr act = activators of BRCA1 expression. MCF7-BRCA1-FFLuc reporter, luminescence, 48 h; response scale: scaled: vehicle 0%, 10 µM genistein 100%. Potency, µM (top dose mostly 46.1 µM), for the others: at the highest dose activation, most hits filed as activators. 380,000 compounds, 1.1% hits. AID 624202; note: potency is the fitted concentration of half-maximal effect; nearly all actives have a fitted effect of over 80% in size; some results filed as inactive show a strong effect at the top dose
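48 h compound treatment of MCF7-BRCA1-FFLuc cells (phenol-red free MEM, 37 °C), then 15 min with luciferase substrate and luminescence imaging.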
B2AR arrestin = agonists driving beta-arrestin recruitment to human beta2-adrenergic receptor. P07550. beta-arrestin recruitment to beta2AR, cell-based reporter. Potency, µM (top dose mostly 46.1 µM), inactives show top-dose activation, actives largely listed as activators. 330,000 compounds, 0.02% hits. AID 492947;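 note: potency is the fitted concentration of half-maximal effect; 0% = DMSO controls and full agonism = EC100 isoproterenol or metaproterenol; nearly all actives have a fitted effect of over 65% in size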
Target sequence (P07550 whole entry, looked up): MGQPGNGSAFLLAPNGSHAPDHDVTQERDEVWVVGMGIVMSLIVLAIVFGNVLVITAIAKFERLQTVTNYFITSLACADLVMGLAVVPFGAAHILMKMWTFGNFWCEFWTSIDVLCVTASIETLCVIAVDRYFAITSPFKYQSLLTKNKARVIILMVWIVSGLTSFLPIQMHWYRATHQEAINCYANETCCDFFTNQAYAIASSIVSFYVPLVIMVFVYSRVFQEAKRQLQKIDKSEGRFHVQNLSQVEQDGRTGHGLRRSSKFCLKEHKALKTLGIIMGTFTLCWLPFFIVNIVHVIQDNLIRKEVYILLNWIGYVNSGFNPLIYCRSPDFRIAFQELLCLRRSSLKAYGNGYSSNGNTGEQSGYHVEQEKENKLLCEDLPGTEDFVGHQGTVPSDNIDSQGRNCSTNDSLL
USP2a inh = USP2a (human) protease inhibition; 330,000 compounds, 0.01% hits; O75604; USP2 core, Ub-CHOP2 coupled fluorogenic reporter, 485/531; Potency, µM (titrated, usually from 38.3 µM), inactives show at the highest dose activity change, negative = inhibition, usual class: inhibitors;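 note: potency is the fitted concentration of half-maximal effect; plate controls were DMSO wells for no effect and full inhibition by NEM control for full effect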
Target sequence (O75604 whole entry, looked up): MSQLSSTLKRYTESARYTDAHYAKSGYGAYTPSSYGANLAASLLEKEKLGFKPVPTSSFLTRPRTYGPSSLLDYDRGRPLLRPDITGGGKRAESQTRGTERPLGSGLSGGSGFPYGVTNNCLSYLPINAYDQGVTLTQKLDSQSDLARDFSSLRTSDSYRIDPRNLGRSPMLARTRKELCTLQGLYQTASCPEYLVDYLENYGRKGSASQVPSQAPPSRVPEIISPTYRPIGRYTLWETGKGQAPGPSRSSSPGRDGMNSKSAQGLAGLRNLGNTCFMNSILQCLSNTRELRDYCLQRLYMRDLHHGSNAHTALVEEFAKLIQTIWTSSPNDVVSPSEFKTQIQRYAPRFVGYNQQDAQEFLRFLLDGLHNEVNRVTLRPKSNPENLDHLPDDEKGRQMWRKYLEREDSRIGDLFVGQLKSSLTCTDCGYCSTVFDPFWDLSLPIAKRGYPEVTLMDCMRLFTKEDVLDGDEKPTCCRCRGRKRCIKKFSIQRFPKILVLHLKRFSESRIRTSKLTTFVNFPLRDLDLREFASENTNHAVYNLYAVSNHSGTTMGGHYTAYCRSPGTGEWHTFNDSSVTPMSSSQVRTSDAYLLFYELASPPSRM
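Deubiquitinase activity read as fluorescence (485/531 nm) after Ub-CHOP2 cleavage activates the enterokinase reporter on its substrate; USP2 core 10nM, Ub-CHOP2 and substrate 25nM each, 30min compound preincubation then 60min RT; data normalized to NEM, curves fitted.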
ELG1 genotox = genotoxicity induction in ELG1-luciferase HEK293T cells; HEK293T ELG1-luciferase reporter, luminescence, 16 h; Potency, µM (titrated, usually from 46 µM), without a hit: at the top dose activity change, positive = activation, hits mostly activators; 330,000 compounds, 1.3% hits; AID 504466; note: potency is the fitted concentration of half-maximal effect; % of control where 0% means no effect; nearly all actives have a fitted effect of over 60% in size
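Step 1: seed 2,000 HEK293T ELG1-luciferase cells per well. Step 2: add compound or DMSO, incubate 16 hr at 37 °C. Step 3: ONE-Glo, 30 min at room temperature, read luminescence.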
An asterisk follows results filed as active; ? = inconclusive; nt = no result given; [ ] = dose if it differs, or a comment. Unless noted, calls come from the whole dose curve; as a rule, active = well fitted curve in the direction sought with a large enough effect; inconclusive = small, poorly fitted or top-dose-only effect, or another doubt; inactive = no such curve, though single readings can be large; an effect the other way counts as inactive or inconclusive. Compounds were not picked by outcome. Share with any hit: about 2.6%.

Structure,uPA generation,ASM inhibitor,TSG101-PTAP inh,Eya2 inh,a7 integrin act,p53 reactivator,TRPV1 ag,BRCA1 expr act,B2AR arrestin,USP2a inh,ELG1 genotox
CNC(=S)N(CCc1c(C)[nH]c2ccc(C)cc12)Cc1ccc(OC)c(OC)c1,20%,2%,-5%,-8%,2%,-2%,-3,-35%,-0.8%,-5%,-4%
CC(C)(C)C(=O)CSc1nccc(=O)[nH]1,0%,2%,0%,-2%,0%,-1%,5,22%,0.4%,-4%,-1%
Cc1cc(C(=O)NCCN2CCCCC2C)n(-c2ccccc2)n1 (stereo unspecified),5%,3%,0%,-17%,5%,0%,1,2%,-0.2%,-1%,-4%
Cc1ccc(SCc2ccc(C(=O)N3CCCCC3)cc2)cc1,1%,-1%,6%,-12%,6%,9%,13,82%,0.1%,0%,16%
Cc1cc(Oc2nc3c(C)cccn3c(=O)c2/C=C(\C#N)S(=O)(=O)c2ccccc2)ccc1Cl,-7%,5%,0%,-2%,-7%,?,-3,-32%,0.2%,-1%,0%
COc1cccc2oc3cc(C#Cc4ccccn4)ccc3c(=O)c12,-16%,69%[activator],-2%,-3%,8%,16%,2,8.9µM*,-0.4%,-3%,19%
CSc1ccccc1OCc1cc(C(=O)N2CCN(C)C(c3ccccc3)C2)no1 (stereo unspecified),7%,-3%,-2%,nt,-2%,nt,nt,8%,nt,nt,nt
COCCCNC(=O)CNC(=O)c1nn(-c2ccc(OC)c(Cl)c2)c(=O)c2ccccc12,-3%,-2%,-1%,4%,-5%,-2%,3,-18%,0.3%,-4%,0%
CC1CCN(S(=O)(=O)c2cccc(C(=O)NCc3cccs3)c2)CC1,-6%,-3%,-6%,-2%,1%,0%,-1,0%,-0.1%,5%,-2%
COc1ccc(NC(=O)CS(=O)(=O)c2ccccc2)cc1,-3%,1%,-3%,-3%,-2%,nt,-1,76%,-1.1%,2%,9%
Cc1ccc(NC(=O)N2CCCC2C(=O)Nc2ccc3c(c2)OCCO3)cc1 (stereo unspecified),-1%,-5%,-5%,-5%,6%,0%,1,-8%,3.6%,1%,?
Cc1ccc(NC(=O)CS(=O)CC(=O)N(CC(=O)NC2CCCC2)c2cc(C)ccc2C)cc1 (stereo unspecified),11%,0%,-9%,5%,8%,-2%,0,3%,-0.3%,4%,1%
O=C(CSc1nc2ccc(NC(=O)c3ccccc3C(=O)O)cc2s1)Nc1ccc(F)c([N+](=O)[O-])c1,-3%,-4%,-11%,-3%,-37%,?,5,42%,0.2%,-4%,-2%
CN(C)C(CNC(=O)CSc1nc2sc3c(c2c(=O)n1C)CCC3)c1ccccc1 (stereo unspecified),7%,nt,-3%,13%,20%,3%,-1,-3%,0.3%,2%,1%
C/C(=N/Nc1ccc(C(=O)O)cc1)c1ccc(O)c(O)c1O,8%,3%,-1%,-4%,-54%[inhibitor],?,-2,26%,-0.7%,7%,-2%
CS(=O)(=O)N(CC(=O)Nc1ccc2c(c1)OCO2)Cc1ccccc1,6%,3%,-1%,15%,-17%,11%,-3,1%,-0.2%,-1%,2%
CCc1nnc(NC(=O)CSc2nnc(Cc3cc(=O)[nH]c(=O)[nH]3)n2-c2ccc(OC)cc2)s1,16%,6%,-4%,-7%,11%,9%,2,-2%,0.0%,5%,-1%
CCNC(=O)c1ccccc1NC(=O)c1cccc(S(=O)(=O)N2CCOCC2)c1,1%,-1%,-4%,0%,-2%,-7%,14,-5%,-0.8%,2%,0%
C/C(=C\c1ccccc1)CN1CCN(c2ccccc2F)CC1,8%,1%,-8%,nt,-35%,nt,5,14%,nt,nt,nt
Cc1ccc(O)c(-c2cc(C(=O)Nc3ccc(S(=O)(=O)Nc4nc(C)cc(C)n4)cc3)[nH]n2)c1,9%,23%,2%,-2%,20%,-14%,2,-27%,0.2%,-2%,3%
Cc1ccnc(N/N=C/c2ccco2)n1,-17%,0%,0%,4%,-7%,12%,15,80%,0.4%,0%,?
COc1ccc(NC2=NCCCCC2)cc1,-1%,3%,1%,5%,2%,2%,0,0%,-0.6%,2%,-2%
O=C(COC(=O)CCNS(=O)(=O)c1cccs1)Nc1cc(C(F)(F)F)ccc1Cl,-3%,-1%,-4%,1%,-20%,?,-3,2%,-1.5%,-2%,8%
O=C(O)c1ccc(NC(=O)c2cn(-c3ccccc3)nc2-c2ccc(F)cc2)cc1,-2%,0%,3%,-4%,-19%,12%,6,66%,-0.1%,0%,5%
CCCC(O)(c1ccc(Cl)cc1)C(CN1CCOCC1)c1ccc(Cl)cc1 (stereo unspecified),1%,-1%,2%,-10%,-25%,-2%,10,-76%,-1.0%,4%,-8%
CCCn1c(=S)[nH]c2cc(C(=O)N3CCCC(C(=O)OCC)C3)ccc2c1=O (stereo unspecified),nt,-2%,-7%,5%,4%,3%,2,-65%,-0.4%,5%,-11%
CCCN(CC(=O)Nc1ccc(F)c(F)c1F)C(=O)CN1C(=O)NC2(CCCCC2)C1=O,-4%,5%,-3%,nt,-7%,nt,nt,-8%,nt,nt,nt
COC(=O)c1cn(C(=O)c2ccccc2F)nc1N,nt,5%,-8%,11%,-17%,19%,-1,0%,-0.1%,1%,0%
CC1=CCC2C(=O)N(c3ccc(C)c(Br)c3)C(=O)C2C1 (stereo unspecified),-13%,0%,-3%,-7%,2%,4%,14,0%,-0.3%,2%,6%
CCOc1ccccc1NC(=O)CNC(=O)CNC(=O)Cc1ccccc1,4%,3%,0%,-3%,15%,9%,-4,4%,-0.3%,1%,6%
Fc1ccc(Nc2c(-c3ccco3)nc3ccccn23)cc1,2%,175%[activator],0%,-13%,17%,nt,14,-2%,-0.2%,3%,4%
CC(=O)N1CCN(C(=O)c2cc(C)nc3ccccc23)CC1,-15%,0%,4%,4%,11%,-2%,2,0%,-0.5%,0%,-1%
CCc1nnc(NC(=O)COc2ccc3c(c2)OCO3)s1,-7%,-2%,-2%,4%,-1%,9%,-1,-12%,-0.2%,3%,15%
CC(/C=C1\SC(=S)N(CCCC(=O)Nc2ccc(C(=O)O)cc2)C1=O)=C\c1ccccc1,5%,-2%,0%,-13%,3%,23%,2,-65%,-0.3%,0%,16%
CCOC(=O)CSc1nnc([C@H](CC(C)C)NC(=O)OC(C)(C)C)o1,-1%,0%,-1%,1%,-3%,-7%,0,1%,0.8%,-1%,2%
O=C(CSc1nnc(Cc2ccccc2)n1-c1ccc(F)cc1)N1CCOCC1,-12%,1%,-4%,-2%,27%,-1%,3,0%,0.0%,4%,-1%
CCOc1ccc(CNC(=O)CCCc2cn(C)c3ccccc23)cc1OC,-1%,-2%,1%,-5%,-8%,-5%,?,0%,-0.3%,-2%,-4%
Nc1c(Cl)cc(C(=O)NC2CC2)cc1Cl,-5%,4%,-7%,nt,41%,nt,nt,-15%,nt,nt,nt
COc1cc(/C=C(/C#N)c2ccc(F)cc2)ccc1Oc1ccc([N+](=O)[O-])cn1,-1%,-5%,0%,0%,-10%,-1%,2,-43%,-1.0%,5%,2%
Cc1c(C#N)c2ccccc2n1CC(=O)O,-3%,6%,-7%,5%,7%,-3%,-7,2%,-0.3%,4%,0%
CCCCCCCC(=O)N/N=C/c1ccc([N+](=O)[O-])o1,-29%,-12%,0%,-21%,-31%[inhibitor],24%,?,-62%,0.3%,1%,-1%
CCc1cc(C(=O)c2ccc(OC)cc2)c(NC(=O)CCC(=O)O)s1,-5%,2%,1%,14%,-13%,-2%,0,-5%,0.6%,2%,-3%
O=C(CCN1C(=O)c2ccccc2C1=O)Nc1cccnc1,-2%,-1%,1%,9%,24%[7.66 µM],-2%,-1,6%,-1.4%,0%,2%
O=C(/C=C/c1ccc2c(c1)OCCCO2)c1ccccc1O,4%,0%,0%,-1%,9%,?,4,102%,?,-2%,16µM*
O=c1[nH]n2c(-c3ccccc3)nc(O)c2c2ccccc12,-3%,0%,-2%,11%,6%,1%,3,-4%,-0.9%,3%,5%
CN(C(=O)c1cccc(S(=O)(=O)NCc2ccccc2)c1)C1CCCCC1,-2%,4%,-5%,-19%,19%,-5%,nt,-26%,-0.2%,1%,-6%
